USP2a block: USP2a (human) protease inhibition. 0.01% of 330,000 active. USP2 core, Ub-CHOP2 coupled fluorogenic reporter, 485/531. O75604. AID 463254. Potency, µM (titrated, usually from 38.3 µM), inactives show at the highest dose activity change, negative = inhibition, hits mostly inhibitors;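 also: potency is read from the fitted curve at half-maximal effect; plate controls were DMSO wells for no effect and full inhibition by NEM control for full effect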
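Cell-free coupled assay: 10nM USP2 core preincubated 30min RT with compound in Tris-HCl pH 8.0/CaCl2/CHAPS buffer, then 25nM Ub-CHOP2 and 25nM reporter substrate; fluorescence (Ex 485/Em 531) read after 60min RT, normalized to NEM inhibition, concentration-response curves fitted.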
ELG1 genotox: induces genotoxicity in HEK293T cells with luciferase-tagged ELG1 | HEK293T ELG1-luciferase reporter, luminescence, 16 h | Potency, µM (series often up to 46 µM), without a hit: at the top dose activity change, positive = activation, hits mostly activators | 1.3% of 330,000 active; also: potency is read from the fitted curve at half-maximal effect; % of control where 0% means no effect; nearly all actives have a fitted effect of over 60% in size
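Cells (2,000/well) expressing the ELG1-luciferase fusion are dosed by pin tool and kept 16 hr at 37 °C, 5% CO2. Signal comes from ONE-Glo luciferase reagent after 30 min at room temperature.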
BRCA1 expr up: BRCA1 expression activation; MCF7-BRCA1-FFLuc reporter, luminescence, 48 h; response scale: scaled: vehicle 0%, 10 µM genistein 100%; Potency, µM (highest dose often 46.1 µM), without a hit: at the top dose activation, usual class: activators; 1.1% of 380,000 active; also: potency is read from the fitted curve at half-maximal effect; nearly all actives have a fitted effect of over 80% in size; some results filed as inactive show a strong effect at the top dose
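MCF7 cells carrying a BRCA1-firefly luciferase reporter (2000 cells/well, phenol-red free MEM) were attached for 2 h at 37 °C, then given compounds for 48 h. Luminescence was read 15 min after luciferase reagent; activity normalized to genistein (10 microM) and DMSO.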
p53 reactivator: restores transcriptional activity of mutant p53. AID 504706. 0.063% of 320,000 active. Potency, µM (highest dose often 92.2 µM), inactives show at the top dose activity change, positive = activation, most hits filed as activators. H1299 p53-A138V BP100-luciferase reporter, luminescence, 24 h; also: potency is read from the fitted curve at half-maximal effect; % of control where 0% means no effect; nearly all actives have a fitted effect of over 45% in size
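H1299 (p53-null), stable ts p53-A138V + BP100-Luc; 1000 cells/well, Opti-MEM/10% FBS; cpd 4 pt, 1:5; 24 h, 37 deg C, 5% CO2; detection reagent 10 min RT; luminescence.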
uPA surface inh: cell surface uPA generation inhibition; 0.31% of 330,000 active; cell surface uPA generation assay, qHTS; Potency, µM (highest dose often 38.3 µM), without a hit: at the top dose activity change, negative = inhibition, actives largely listed as inhibitors; active = well fitted inhibition curve with a large enough effect; inconclusive = small, poorly fitted or top-dose-only effect; inactive = no such curve, though single readings can be large or run the other way; tested in mouse RAW 264.7 cells; also: potency is read from the fitted curve at half-maximal effect; % is scaled to controls: 0 for no effect and ±100 for the full control effect; nearly all actives have a fitted effect of over 55% in size
B2AR arrestin: recruits beta-arrestin to the human beta2-adrenergic receptor; P07550; beta-arrestin recruitment to beta2AR, cell-based reporter; 0.02% of 330,000 active; AID 492947; Potency, µM (series often up to 46.1 µM), inactives show at the highest dose activation, most hits filed as activators;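 also: potency is read from the fitted curve at half-maximal effect; 0% = DMSO controls and full agonism = EC100 isoproterenol or metaproterenol; nearly all actives have a fitted effect of over 65% in size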
TRPV1 ag: activates the human vanilloid receptor TRPV1; TRPV1-expressing cells, Fluo-8 calcium influx, agonist mode; activation, % at 8.33 µM; 0.19% of 320,000 active; AID 540275; in the data active = activation above about 80%; inconclusive = between about 30% and that limit; also: 0% is about no effect
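TRPV1-expressing cells were cultured overnight at 35.5C and loaded with Fluo-8 calcium dye for 40 to 90 min at room temperature. After a 10 s baseline, compound was added and calcium influx was read kinetically for 3 min (ex 480/em 520 nm).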
Eya2 inh: inhibitors of human Eya2 phosphatase activity. O00167. recombinant Eya2, OMFP fluorescence dephosphorylation (OMFP is methylfluorescein phosphate). Potency, µM (titrated, usually from 76.9 µM), for inactives: at the top dose activity, negative = inhibition, usual class: inhibitors. 0.006% of 330,000 active; also: potency is read from the fitted curve at half-maximal effect; % is scaled to controls: 0 for no effect and ±100 for the full control effect
Target sequence (O00167 whole entry, looked up): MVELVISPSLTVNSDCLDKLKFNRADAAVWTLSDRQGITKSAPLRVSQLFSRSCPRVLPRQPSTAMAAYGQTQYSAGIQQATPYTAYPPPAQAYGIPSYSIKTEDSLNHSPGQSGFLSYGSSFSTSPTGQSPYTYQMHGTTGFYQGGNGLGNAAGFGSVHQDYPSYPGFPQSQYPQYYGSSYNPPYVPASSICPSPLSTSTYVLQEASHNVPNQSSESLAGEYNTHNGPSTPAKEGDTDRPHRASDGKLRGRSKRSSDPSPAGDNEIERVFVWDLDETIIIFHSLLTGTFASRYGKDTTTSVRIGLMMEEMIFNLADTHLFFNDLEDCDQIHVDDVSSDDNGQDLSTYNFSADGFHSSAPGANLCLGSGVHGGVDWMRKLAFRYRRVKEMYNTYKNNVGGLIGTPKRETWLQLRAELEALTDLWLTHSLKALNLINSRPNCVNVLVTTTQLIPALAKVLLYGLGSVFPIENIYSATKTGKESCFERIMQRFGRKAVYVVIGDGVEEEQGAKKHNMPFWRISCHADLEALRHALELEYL
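Eya2 (0.2 uM) preincubated 10 min at ambient with compound, then OMFP substrate added at 50 uM; 10 min reaction in 50 mM HEPES pH 7.5, 50 mM NaCl, 5 uM MgCl2, 0.05% BSA, 1 mM DTT. Fluorescence read at Ex 485/Em 525 nm.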
TSG101-PTAP inh: blocks PTAP/TSG101 interaction to inhibit HIV-1 budding; Q99816; Fluorescence polarization, FITC-PTAP peptide / Tsg101 binding; Potency, µM (doses to about 115 µM), inactives show top-dose activity change, negative = inhibition, most hits filed as inhibitors; 340,000 tested, under 10 active; AID 493005; active = well fitted inhibition curve with a large enough effect in the main read-out, with a control signal flat, not every such curve was filed as active; inconclusive = small, poorly fitted or top-dose-only effect, or effect the other way, or a change in a side signal; inactive = no such curve, though single readings can be large or run the other way; also: potency is read from the fitted curve at half-maximal effect; % of control where 0% means no effect
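Compounds were pin-transferred onto Tsg101 binding domain (10 uM final) in HEPES pH 7.5 buffer, then FITC-PTAP peptide was added at 50 nM final. After 20 min at RT, polarization reported peptide displacement across a qHTS concentration series.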
a7 integrin act: integrin-mediated muscular dystrophy alleviation activation. alpha7betagal myoblasts, beta-gal FDG fluorescence, 48 h. Potency, µM (titrated, usually from 38.3 µM), for inactives: at the top dose activation, most hits filed as activators. 0.064% of 350,000 active;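 also: potency is read from the fitted curve at half-maximal effect; 100% = response of the positive control SU9516; nearly all actives have a fitted effect of over 60% in size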
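alpha7betagal+/- myoblasts (passage 13, 250/well) treated 48 h at 37C with compounds at 1:260 dilution of DMSO stock. Lysed, then beta-galactosidase activity read as FDG fluorescence (ex 480/em 540) after 30 min, with pre-read for autofluorescence.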
ASM inhibitor: human S-ASM enzyme inhibition | P17405 | placental ASM, HMU-PC fluorogenic substrate, 60 min | Potency, µM (series often up to 57.5 µM), without a hit: at the highest dose activity change, negative = inhibition, usual class: inhibitors | 0.006% of 340,000 active | AID 504937; also: potency is read from the fitted curve at half-maximal effect
Target sequence (P17405 47-631 limits assumed): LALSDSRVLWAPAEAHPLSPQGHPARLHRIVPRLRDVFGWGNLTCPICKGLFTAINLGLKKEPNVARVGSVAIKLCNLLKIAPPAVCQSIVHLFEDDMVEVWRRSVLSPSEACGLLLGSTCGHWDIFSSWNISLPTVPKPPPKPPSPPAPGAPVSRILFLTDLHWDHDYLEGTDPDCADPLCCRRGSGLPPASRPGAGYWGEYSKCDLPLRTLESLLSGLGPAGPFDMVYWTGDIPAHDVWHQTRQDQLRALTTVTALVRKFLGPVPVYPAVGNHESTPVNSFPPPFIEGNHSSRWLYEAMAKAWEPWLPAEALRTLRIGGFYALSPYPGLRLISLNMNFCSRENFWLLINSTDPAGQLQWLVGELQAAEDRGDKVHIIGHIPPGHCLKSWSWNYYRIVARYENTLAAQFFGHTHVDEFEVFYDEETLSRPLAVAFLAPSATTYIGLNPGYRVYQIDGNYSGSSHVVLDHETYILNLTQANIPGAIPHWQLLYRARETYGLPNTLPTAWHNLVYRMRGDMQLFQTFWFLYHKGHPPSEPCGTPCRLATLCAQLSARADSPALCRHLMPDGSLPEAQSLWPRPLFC
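Fluorogenic HMU-PC substrate (9 uM final) is turned over by placental ASM in 60 min at 37 C after a 10 min compound preincubation. Reaction ended by alkaline stop (pH 10), with fluorescence read at 386/447 nm.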
Numbers without * were called inactive; ? = inconclusive; . = not tested or not shown; [ ] = dose if it differs, or a comment. Unless noted, calls follow the shape of the dose curve; as a rule, active = well fitted curve in the direction sought with a large enough effect; inconclusive = small, poorly fitted or top-dose-only effect, or another doubt; inactive = no such curve, though single readings can be large; an effect the other way counts as inactive or inconclusive.

SMILES	USP2a block	ELG1 genotox	BRCA1 expr up	p53 reactivator	uPA surface inh	B2AR arrestin	TRPV1 ag	Eya2 inh	TSG101-PTAP inh	a7 integrin act	ASM inhibitor
O=C(Oc1ccc2c3c(c(=O)oc2c1)CCCC3)c1ccco1	-1%	1%	-4%	1%	2%	0.1%	-4	14%	-9%	4%	.
Cc1ccc(NC(=O)c2ccc3ccccc3n2)cc1S(=O)(=O)N(C)C	2%	?	?	4%	1%	0.0%	20	-3%	-1%	-6%	-3%
O=C(OCC(=O)N1CCCC1=O)c1cc(Cl)ccc1O	6%	0%	-10%	-1%	2%	0.1%	4	1%	-3%	4%	8%
Cc1ccc(N(CCC#N)C(=O)CSc2nc3ccccc3c(=O)[nH]2)cc1	0%	1%	-25%	-11%	-13%	0.0%	1	2%	1%	?	0%
C/C(CCc1ccc2c(c1)OCO2)=N\NC(=S)NC(C)C	0%	-2%	-5%	1%	5%	11%	7	-4%	1%	1%	2%
COc1cc(CC(NC(C)=O)C(=O)NC2CCN(c3c(Cc4ccccc4)c(C)nc4ncnn34)CC2)cc(OC)c1 (stereo unspecified)	3%	-1%	-4%	-10%	3%	4.1%	-2	7%	0%	10%	3%
Cc1cc(N2CCCCC2)n2nc(C)c(-c3ccccc3)c2n1	0%	-2%	5%	22%	3%	-1.1%	18	-8%	-3%	-13%	5%
Cc1ccccc1C(=O)Nc1sc2c(c1C(=O)O)CCC2	3%	-5%	?	2%	0%	0.1%	2	2%	-5%	5%	0%
COc1ccc(OCC(=O)NNC(=S)NC(=O)C2CCCCC2)cc1	2%	-1%	.	-3%	.	0.0%	2	-1%	.	.	.
O=C(NC(=S)NCc1ccccc1)c1ccccc1F	-1%	-2%	-3%[1.84 µM]	9%	1%	0.0%	22	1%	-4%	-17%	-5%

Full records, quoted from the list. Order of values: USP2a block	ELG1 genotox	BRCA1 expr up	p53 reactivator	uPA surface inh	B2AR arrestin	TRPV1 ag	Eya2 inh	TSG101-PTAP inh	a7 integrin act	ASM inhibitor
Results for Cc1ccc(N(CCC#N)C(=O)CSc2nc3ccccc3c(=O)[nH]2)cc1 : 0%	1%	-25%	-11%	-13%	0.0%	1	2%	1%	?	0%
Results for COc1ccc(OCC(=O)NNC(=S)NC(=O)C2CCCCC2)cc1 : 2%	-1%	.	-3%	.	0.0%	2	-1%	.	.	.
Results for Cc1ccc(NC(=O)c2ccc3ccccc3n2)cc1S(=O)(=O)N(C)C : 2%	?	?	4%	1%	0.0%	20	-3%	-1%	-6%	-3%
Results for Cc1ccccc1C(=O)Nc1sc2c(c1C(=O)O)CCC2 : 3%	-5%	?	2%	0%	0.1%	2	2%	-5%	5%	0%
Results for C/C(CCc1ccc2c(c1)OCO2)=N\NC(=S)NC(C)C : 0%	-2%	-5%	1%	5%	11%	7	-4%	1%	1%	2%

The results go on:
SMILES	USP2a block	ELG1 genotox	BRCA1 expr up	p53 reactivator	uPA surface inh	B2AR arrestin	TRPV1 ag	Eya2 inh	TSG101-PTAP inh	a7 integrin act	ASM inhibitor
CC[C@@H]1[C@H]2CCCC(=O)N3CC[C@@H](C[C@H]1O)[C@@H]23	.	.	0%	.	12%	.	.	.	-2%	-6%	-1%
Cc1nc2cc(C(F)(F)F)ccc2n1C1CCN(CC(=O)NC(C)(C)C)CC1	4%	-4%	-13%	-5%	2%	0.0%	4	-3%	-2%	-35%	-1%
N#Cc1cccc(S(=O)(=O)NCC(=O)OCC(=O)c2ccc[nH]2)c1	2%	4%	-10%	-2%	2%	0.1%	-1	1%	0%	-13%	0%
Cc1ccccc1NS(=O)(=O)c1ccc(OCCNS(C)(=O)=O)cc1	4%	-3%	-24%	-5%	-4%	-0.6%	-1	3%	1%	21%	-1%
Cc1nnsc1C(=O)NNC(=O)Nc1ccccc1	-1%	2%	6%	-1%	-9%	0.4%	1	8%	1%	3%	0%
COc1ccc(C2=C3C(=O)OCC3Cc3ncn(Cc4ccccc4)c32)cc1 (stereo unspecified)	0%	6%	-28%	-11%	-22%	0.1%	4	-1%	-7%	-1%	2%
CC(=O)c1ccc(N2CCN(C(=O)c3ccc(Cn4c(=S)[nH]c5ccc(N6CCOCC6)cc5c4=O)cc3)CC2)cc1	-1%	10%	92%	5%	-1%	0.3%	2	-2%	1%	-33%	85%[activator]
Cc1ccc(S(=O)(=O)N2CCCCC2)cc1NC(=O)c1ccc2ccccc2n1	-1%	0%	-20%	?	-3%	-0.4%	-6	-3%	-2%	-7%	1%
CCOC(=O)C1CN(S(=O)(=O)c2ccccc2)c2cc(S(=O)(=O)CC)ccc2O1 (stereo unspecified)	1%	2%	0%	7%	2%	-0.1%	10	1%	-6%	14%	2%
Cc1ccc(N=C2C(=O)Nc3ccc(Br)cc32)cc1	-5%	0%	-41%	4%	-15%	0.2%	3	-2%	-1%	-37%[inhibitor]	-7%
CC1CCc2sc(C(=O)N3CCN(c4ncccn4)CC3)cc2C1 (stereo unspecified)	.	.	33%	.	0%	.	.	.	-2%	22%	-2%
NC(=O)NC(CC(=O)NNC(=O)c1ccccn1)c1ccc(Cl)cc1 (stereo unspecified)	2%	0%	6%	13%	15%	-1.3%	1	3%	1%	-25%	4%
COc1ccc(C(=O)Nc2c(N)nc(SCC(=O)Nc3ccc(NC(C)=O)cc3)[nH]c2=O)cc1OC	0%	5%	-3%	-7%	0%	0.0%	-5	-10%	-7%	14%	0%
COc1ccccc1NS(=O)(=O)c1cc(NC(=O)c2ccccc2C)ccc1N1CCOCC1	.	.	-24%	.	6%	.	.	.	-3%	8%	-8%
CCN(CC)CCN(C(=O)CN1C(=O)c2ccccc2C1=O)c1nc2cc3c(cc2s1)OCO3	0%	0%	9%	26%	-1%	-0.9%	1	6%	-2%	7%	-4%
O=C(NCC(=O)N1CCCCCC1)c1ccc(Br)cc1	1%	16%	23%	.	6%	0.0%	8	0%	1%	13%	1%
CCCn1c(N)c(C(=O)CN2CCN(S(=O)(=O)c3cccc(Cl)c3)CC2)c(=O)[nH]c1=O	-7%	1%	1%	-2%	5%	-0.7%	.	-2%	-4%	2%	-1%
CNC(=O)/C(=C/c1ccc2c(c1)OCO2)NC(=O)c1ccc(Br)cc1	-1%	1%	-25%	-3%	1%	-0.9%	4	-17%	-6%	-22%	4%
CCc1ccc(N(C(=O)c2snc(C(N)=O)c2N)C(C(=O)NC2CCCC2)c2ccncc2)cc1 (stereo unspecified)	2%	0%	-34%	-4%	0%	-0.2%	3	-9%	0%	18%	334%[activator]
COc1ccc(/C=C2\SC(=S)N(CCC(=O)N3CCCCC3)C2=O)cc1	3%	-5%	-27%	-4%	1%	0.4%	-2	-8%	-9%	-23%	0%
Cn1nc(-c2ccccc2)c(CSc2cccc(Cl)c2)c1Cl	-6%	1%	-63%	-5%	-7%	-0.2%	1	-22%	1%	-17%	-13%
Nc1nnn(CC(=O)N/N=C/c2ccco2)n1	2%	-1%	-2%	2%	0%	0.1%	0	-24%	-3%	19%	1%
CCc1ccc(NC(=O)c2ccc(F)c(S(=O)(=O)N(CC)c3ccccc3)c2)cc1	2%	0%	-31%	-1%	-4%	-0.2%	17	-2%	2%	-46%[inhibitor]	-1%
O=C(COc1ccc2ccccc2c1Br)NCc1ccccn1	1%	13%	26%	7%	4%	-0.1%	23	0%	-3%	5%	1%
Cc1ccccc1CSc1nnc(-c2ccccc2)c(=O)[nH]1	1%	0%	3%	8%	4%	-0.3%	0	11%	-3%	?	-3%
CC(=O)c1ccc(N2CCN(C(=O)Cn3cnc(S(=O)(=O)N4CCCCC4)c3)CC2)cc1	-2%	5%	43%	-2%	9%	-0.2%	-1	-2%	-1%	-10%	-1%
O=C(Nc1cccc(C(=O)N2CCCC2)c1)C1CC1	.	.	1%	.	4%	.	.	.	-7%	-1%	-1%
O=C(NC1CCCc2ccccc21)C1CCN(S(=O)(=O)c2cnc[nH]2)CC1 (stereo unspecified)	1%	-8%	-11%	-4%	1%	0.2%	2	-11%	0%	-6%	2%
CCCC12CN3CC(C)(CN(C1)C31C(=O)Nc3ccc(C)cc31)C2=O (stereo unspecified)	2%	-1%	-7%	-5%	8%	0.2%	-7	7%	0%	9%	0%
O=C(Nc1cccc(S(=O)(=O)N2CCCC2)c1)c1ccco1	-1%	-3%	-10%	7%	-2%	-0.1%	.	-8%	-2%	-2%	-2%

Screens from PubChem.
